Assay outcomes deposited in PubChem BioAssay by National Center for Advancing Translational Sciences (NCATS).
FBPA Giardia inh: blocks Giardia fructose-bisphosphate aldolase activity; AID 2451; Potency, µM (top dose mostly 59.6 µM), inactives show top-dose activity, negative = inhibition, hits mostly inhibitors; purified Giardia FBPA; hit rate 0.71% among 290,000; A8B2U2; further: potency means the concentration at half of the fitted maximal effect; nearly all actives have a fitted effect of over 55% in size
Target sequence (A8B2U2 whole entry, looked up): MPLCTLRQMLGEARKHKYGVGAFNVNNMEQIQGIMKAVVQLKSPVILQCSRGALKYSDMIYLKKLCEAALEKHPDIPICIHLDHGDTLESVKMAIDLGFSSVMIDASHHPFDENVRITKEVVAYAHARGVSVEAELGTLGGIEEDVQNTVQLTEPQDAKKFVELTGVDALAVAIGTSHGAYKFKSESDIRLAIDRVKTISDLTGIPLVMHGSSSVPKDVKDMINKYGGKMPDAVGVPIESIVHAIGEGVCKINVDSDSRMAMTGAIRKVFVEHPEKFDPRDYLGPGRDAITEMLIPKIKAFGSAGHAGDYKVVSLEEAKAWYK
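Giardia FBPA (40 nM reagent) was preincubated 10 min at RT with compound (up to 57.5 uM final), then substrate plus GAPDH/TPI/NAD/arsenate coupling system with diaphorase/resazurin was added; resorufin fluorescence (525/598 nm) was read after 20 min.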
HCV inh: inhibitors of hepatitis C virus infection; Huh7.5.1 HCVcc-Cre infection, luciferase reporter, 44 h; AID 651820; hit rate 3.4% among 340,000; Potency, µM (series often up to 41.8 µM), inactives show at the top dose activity change, negative = inhibition, usual class: inhibitors; further: potency means the concentration at half of the fitted maximal effect
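Seed cells (1,000/well) for 4 h; treat with compound and infect with HCVcc-Cre, moi about 0.5. Incubate 44 h, then detect luciferase activity.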
AmpC no deterg: inhibitors of E. coli AmpC beta-lactamase without detergent | AmpC nitrocefin hydrolysis, absorbance 480 nm, 0.0001% Triton | Potency, µM (top dose mostly 57.1 µM), inactives show at the top dose activity change, negative = inhibition, most hits filed as inhibitors | hit rate 0.52% among 330,000 | AID 485341;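 further: potency means the concentration at half of the fitted maximal effect; plate controls were no compound for no effect and no enzyme for full effect; nearly all actives have a fitted effect of over 20% in size; some results filed as inactive show a strong effect at the top dose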
Target sequence (P00811 whole entry, looked up): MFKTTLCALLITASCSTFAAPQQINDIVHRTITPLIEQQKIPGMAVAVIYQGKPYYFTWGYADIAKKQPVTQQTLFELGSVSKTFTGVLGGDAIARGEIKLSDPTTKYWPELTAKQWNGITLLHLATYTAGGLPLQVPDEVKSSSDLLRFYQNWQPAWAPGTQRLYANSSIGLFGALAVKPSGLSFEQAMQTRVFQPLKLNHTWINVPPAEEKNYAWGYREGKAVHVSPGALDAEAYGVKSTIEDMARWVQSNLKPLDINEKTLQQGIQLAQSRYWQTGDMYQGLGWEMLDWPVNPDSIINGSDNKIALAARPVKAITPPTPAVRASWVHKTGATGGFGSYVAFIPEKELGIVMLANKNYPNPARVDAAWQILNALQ
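20 mM phosphate pH 7.0 + 0.01% (detergent screen) or 0.0001% Triton X-100; 5.3 nM AmpC reagent; cpd preinc 15 min RT; nitrocefin (800 uM stock) to start; A480 q20 s × 4 min; Activity was normalised to no-enzyme and no-compound control wells.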
HCMV inh: blocks human cytomegalovirus replication. activity change, negative = inhibition, % at 57.5 µM. HFF cells, HCMV-luciferase reporter, 72 h; stronger effect = lower value. hit rate 4.5% among 410,000. AID 1259415; in the data active means activity change below about -60%; inconclusive means no clear call, values can overlap the other calls; inactive means above about -39%
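HFF cells seeded 16 h at 37C, treated with compounds, infected with luciferase-reporter HCMV at MOI 1 PFU/cell; luciferase read at 72 h post infection, normalized to buffer-only and Salinomycin controls.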
Sm TGR block: inhibitors of Schistosoma mansoni thioredoxin glutathione reductase | Q962Y6 | purified TGR, DTNB reduction, TNB absorbance 405 nm | Potency, µM (top dose mostly 114 µM), for the others: top-dose activity change, negative = inhibition, most hits filed as inhibitors | hit rate 3% among 360,000 | AID 485364; further: potency means the concentration at half of the fitted maximal effect; nearly all actives have a fitted effect of over 60% in size
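TGR 20 nM + NADPH 100 uM (dispensed conc.), cpd preinc 15 min RT; start with NADPH (500 uM addition) then DTNB (15 mM addition). Kinetic TNB absorbance, 405 nm filter. Four-parameter Hill fit across titration.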
AmpC inh detg: AmpC beta-lactamase inhibition with detergent present; Potency, µM (series often up to 114 µM), without a hit: top-dose activity change, negative = inhibition, actives largely listed as inhibitors; hit rate 0.041% among 370,000; AmpC hydrolysis of nitrocefin, absorbance 480 nm, 0.01% Triton; P00811;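 further: potency means the concentration at half of the fitted maximal effect; 0% = no-compound wells and -100% = no-enzyme wells; nearly all actives have a fitted effect of over 25% in size; some results filed as inactive show a strong effect at the top dose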
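20 mM phosphate pH 7.0 + 0.01% (detergent screen) or 0.0001% Triton X-100; 5.3 nM AmpC reagent; cpd preinc 15 min RT; nitrocefin (800 uM stock) to start; A480 q20 s × 4 min; Activity was normalised to no-enzyme and no-compound control wells.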
Starred values were filed as active, the others as inactive; ? = inconclusive; . = no result given; & = joins results of further samples; [ ] = another dose, or the depositor's remark. Unless noted, the call rests on the fitted dose curve; in most records, active means well fitted curve in the direction sought with a large enough effect; inconclusive means small, poorly fitted or top-dose-only effect, or another doubt; inactive means no such curve, though single readings can be large; an effect the other way counts as inactive or inconclusive. Unless noted, on the % scale 0 is the no-effect control and ±100 the full control effect. Outcome played no part in choosing rows; any-hit rate near 9.9%.

SMILES	FBPA Giardia inh	HCV inh	AmpC no deterg	HCMV inh	Sm TGR block	AmpC inh detg
CCOCCCNC(=O)C(c1ccc(Cl)cc1)N(Cc1ccc2c(c1)OCO2)C(=O)c1ccc(NC(C)=O)cc1 (stereo not drawn)	.	.	.	-4	25%	7%
CCOC(=O)c1c(C)oc2ccc(N(C(=O)c3ccncc3)S(=O)(=O)c3ccc(F)cc3C)cc12	.	.	.	-20	2%	6%
COC(=O)c1c(NC(=O)CN2C(=O)NC3(CCCCC3C)C2=O)sc2c1CCC2 (stereo not drawn)	.	?	-17%	-10	-11%	0%
O=C(CSCc1c(Cl)cccc1Cl)NCc1ccco1	-3%	-13%	-28%	15	1%	-3%
O=P(COCCOCP(=O)(c1ccccc1)c1ccccc1)(c1ccccc1)c1ccccc1	2%	8%	104%[activator]	0	-23%	-7%
CCOc1cc(N2CCOCC2)c(OCC)cc1NC(=O)c1[nH]c(C)c(C(C)=O)c1C	.	?	-25%	90	-14%	2%
CCOC(=O)c1cnc(N)nc1C(F)(F)F	0%	18%	-13%	70	13%	7%
O=C(CNC(=O)c1ccccc1O)N/N=C/c1ccccn1	?	15%	-6%	-12	-3%	-13%
CCOc1ccc(CN2C(=O)c3ccccc3Sc3ccc(C(=O)N4CCC5(CC4)OCCO5)cc32)cc1	.	.	.	-29	0%	4%
CC(C)(C)C(=O)NN=C1CCC(c2ccccc2)CC1 (stereo not drawn)	2%	3%	-21%	6	4%	2%
CCOc1ccccc1NC(=O)C(=O)N/N=C/c1cc(Br)ccc1O	6%	6.3µM*	-15%	-101*	0%	-3%
O=C(Cn1nnc(-c2ccc(Cl)cc2)n1)NC1CCN(Cc2ccccc2)CC1	10%	?	-5%	33	4%	-2%
CC(=O)N1CCc2cc(S(=O)(=O)NC(Cc3ccccc3)C(=O)NCc3ccccc3)ccc21 (stereo not drawn)	.	.	.	-4	3%	3%
O=C(CCc1nnc(COc2ccccc2)o1)NCc1ccccc1C(F)(F)F	-3%	2%	28%	?	-4%[57.1 µM]	1%
COC(=O)C1=C(c2ccc(F)cc2F)C[C@@H]2CC[C@H]1N2C(=O)NC(C)C	.	5%	-7%	.	-3%	7%
COc1ccccc1N(CC(=O)NCCSCc1ccccc1Cl)S(C)(=O)=O	1%	?	112%[activator]	?	8%&-3%	4%&9%
CSc1ccc(CNC2CN3CCC2CC3)cc1 (stereo not drawn)	-19%	-15%	-16%	52	3%	0%
COC(=O)c1c(-n2cnnn2)sc(C)c1C	19%	16%	-1%	-12	12%	1%
Cc1ccc(NC(=O)COC(=O)c2cccnc2Cl)cc1S(=O)(=O)N1CCOCC1	.	8%	-34%	-1	.	.
CCOC(=O)c1ccccc1NC(=O)C1CC(=O)N(C2CCCCC2)C1 (stereo not drawn)	.	-9%	-1%	28	-7%	-6%
Cc1ccc2c(c1)C1CN(C)CCC1N2C(=S)NC(=O)c1ccc(Br)cc1 (stereo not drawn)	16µM*	-21%	36%	-62*	-15%	-2%
COc1ccccc1NC(=O)c1nn(-c2ccccc2)ccc1=O	-2%	?	0.14µM*	20	-1%	-3%
Cc1cc([N+](=O)[O-])ccc1NC(=O)C[n+]1ccc(N(C)C)cc1	0%	6%	25%	-100*	1%	-5%
CN(C)Cc1ccc(F)cc1Sc1cc(Cl)ccc1Cl	?	15%	-5%	22	-1%	-12%
CCCc1ccc(OCC(O)CN2CCc3ccccc3C2)cc1 (stereo not drawn)	-12%	?	10%	8	0%	?
(list continues)
SMILES	FBPA Giardia inh	HCV inh	AmpC no deterg	HCMV inh	Sm TGR block	AmpC inh detg
C[C@@H]1NC(=O)/C(=C\c2ccccc2Cl)NC1=O	-1%	22%	-2%	?	-1%	7%
COc1ccccc1/C=C/C=N/n1c(C2CCCCC2)n[nH]c1=S	7%	7%	-44%	?	-3%	-7%
CCCS(=O)(=O)N1CCN(C(=O)c2ccc(-c3ccccc3)cc2)CC1	2%	-22%	73%[activator]	-19	2%	?
CN(C)S(=O)(=O)c1ccc(Cl)c(C(=O)NC2CCCCCCC2)c1	1%	?	-14%	-15	?	3%
Cc1[nH]c(=O)c(C#N)c2c1COC(C)(C)C2	1%	31%[activator]	-14%	.	.	6%
O=C(CP(=O)(c1ccccc1)c1ccccc1)Nn1cnnc1	1%	15%	-23%	49	5%	4%
COc1cc(Cl)c(C)cc1NC(=O)CC1CCCC1	-1%	?	-17%	-4	1%	-3%
Cc1cccc(N2CCN(C(=S)NC3CCCCC3)CC2)c1C	3%	-16%	-15%	?	-15%	-8%
COc1ccc(OC)c(CN2CCN(S(=O)(=O)c3ccccc3)CC2)c1	.	8%	.	-1&-39	3%	-5%
Clc1ccc(OCCN2CCCCC2)c(Cl)c1	-29%	-14%	-2%	12	6%	?
COc1ccc(C(=O)Nc2ccccc2C(=O)NC(Cc2ccc(O)cc2)C(=O)NNC(=O)c2ccc(C)cc2)cc1 (stereo not drawn)	-8%	-24%	-15%	25	1%	-18%
COc1cc(OC)cc(C(=O)OCC(=O)c2ccc(S(=O)(=O)N3CCCCC3)cc2)c1	.	-9%	-21%	-11	-2%	4%
O=C(CN1C(=O)C2CC=C(Cl)CC2C1=O)NCc1ccccc1 (stereo not drawn)	-22%	16%	-13%	-2	?	-19%
Cc1cc(OCC(=O)NC(Cc2ccc(Cl)cc2)C(=O)O)c2c3c(c(=O)oc2c1)CCCC3 (stereo not drawn)	4%	-29%	-4%	8	-5%	-13%
CC(C)C1Cc2c(sc(NC(=S)NC(=O)c3ccccc3)c2C#N)CO1 (stereo not drawn)	-2%	-1%	-20%	15	?	-9%
Cc1ccccc1NC(=O)CSc1ccc(-c2cccs2)nn1	.	.	.	32	4%	7%
O=C(NCCCN1CCOCC1)C(=O)NCc1ccc(Cl)cc1	6%	-4%	-8%	-11	.	6%
Cc1ccc(S(=O)(=O)N2CCN(C(=O)c3cc4c(s3)CCCC4)CC2)cc1	.	4%	-24%	9	4%	?
COCCN(C(=O)COC(=O)C1=COCCO1)c1c(N)n(Cc2ccccc2)c(=O)[nH]c1=O	.	.	-9%	-9	0%	-7%
O=S(=O)(NCCSc1ccccc1)c1cccs1	-6%	?	-26%	6	-9%	-12%
Cc1ccc(C(=O)c2cc([N+](=O)[O-])ccc2N2CCCCC2)cc1	-4%	-13%	-41%	-85*	-6%	?
O=C(Nc1nonc1-c1ccc(Br)cc1)c1ccco1	.	.	.	-19	1%	15%
CN(NC1OC(=O)c2ccccc21)c1c([N+](=O)[O-])cc(C(F)(F)F)cc1[N+](=O)[O-] (stereo not drawn)	24%	5%	-17%	18	7%	-7%
Cc1ccc(-n2nnnc2CNC(=O)c2ccc(Br)o2)cc1C	5%	9%	-7%	7	-6%	-1%
C#CC[N+](C)(C)CCCCCCCCCCCC	4%	?	58%	-98*	0%	-11%
Next section
SMILES	FBPA Giardia inh	HCV inh	AmpC no deterg	HCMV inh	Sm TGR block	AmpC inh detg
COc1ccc(CCNC(=O)CCn2c(=O)oc3ccccc32)cc1	4%	-13%	1%	3	3%	-7%
CC1CCCCC12NC(=O)N(CC(=O)Nc1nccs1)C2=O (stereo not drawn)	.	20%	7%	-3	.	.
COc1ccc(NC(=O)c2ccc(NC(=O)CN3CCN(c4ccccc4)CC3)cc2)cc1	.	16%	-16%	0	.	.
CCOC(=O)c1c(NC2=NS(=O)(=O)c3ccccc32)sc2c1CCC(C)C2 (stereo not drawn)	9%	?	-18%	20	0%	?
CCOC(=O)C(C(=O)NCCCN1CCOCC1)C1CCCCC1 (stereo not drawn)	-2%	23%	-5%	-105*	-4%	?
Cc1cc(C)c(S(=O)(=O)c2cccc(Cl)c2)c(Cl)n1	0%	?	-1%	33	1%	-23%
Cc1cccc(C(=O)NCCCNC(=O)c2ccc(C)nc2)c1	2%	15%	-5%	-15	-1%	-4%
COc1ccc(S(=O)(=O)Cc2ccc(C(=O)N3CC(C)CC(C)C3)o2)cc1 (stereo not drawn)	-10%	0%	45%	2	?	?
CCNC(=S)N/N=C/c1ccc(OCCOc2ccccc2C)cc1	1%	-4%	-30%	?	-3%	1%
CCOC(=O)C(CC)Sc1nc2c(c(=O)[nH]c(=O)n2C)n1CCc1ccccc1 (stereo not drawn)	-6%	-5%	56%	2	-24%	-19%
CCCS(=O)(=O)NCCc1cc2c(OC)ccc(OC)c2[nH]c1=O	-6%	-4%	-9%	-77*	2%	0%
O=C(CSc1nc2ccccc2n1-c1ccccc1)Nc1ncc(Cl)cc1Cl	7%	?	-5%	?	0%	4%
Cc1ccc2cccc(Oc3ccc([N+](=O)[O-])cc3[N+](=O)[O-])c2n1	?	-3%	-7%	9	-6%	3%
N#Cc1ccccc1CN1C(=O)c2ccccc2Sc2ccc(C(=O)OCc3ccco3)cc21	.	.	.	-10	-30%	2%
CC(=O)c1cccc(NC2c3ncccc3C(=O)N2Cc2ccco2)c1 (stereo not drawn)	-7%	-1%	0%	47	?	0%
O=C(NCC(c1cccnc1)N1CCN(c2ccccc2F)CC1)c1cccc(Cl)c1 (stereo not drawn)	9%	?	45%	?	0%	-10%
Cc1ccc(C2=N/C(=C/c3cccs3)C(=O)N2Nc2ccccc2)cc1	-2%	11µM*	-8%	-6	-1%	1%
Nn1c(Cc2cccc3ccccc23)nnc1SCc1ccccc1	1%	7%	-25%	6	-14%	-5%
COc1ccc(/C=C(/C(=O)NCc2ccccc2)c2ccccc2)cc1	0%	?	-19%	-30	0%	-2%
COc1cc(C)ccc1OCCSc1nnc(-c2cccs2)o1	.	.	.	1	-6%	-3%
Cc1ccccc1C(=O)Nc1ccccc1OCc1cc(=O)n2ccccc2n1	.	.	.	-11	7%	-3%
CSc1ncc(Cl)c(C(=O)Nc2cccc(C)c2)n1	0%	-11%	-13%	-6	-8%	-9%
Cc1cccc(/N=C/C2=C(O)CC(C)(C)CC2=O)n1	2%	7%	1%	-14	-9%	3%
C[C@H](CO)N1C[C@H](C)[C@@H](CN(C)Cc2ccccc2)Oc2c(NC(=O)C3CC3)cccc2C1=O	.	-17%	164%[activator]	2	.	.
NC(=O)c1ccsc1NC(=O)C1CCCN1S(=O)(=O)c1ccc(Cl)cc1 (stereo not drawn)	-2%	17%	0%	9	-25%	0%
Cc1ccccc1CC1(CO)CCCN(Cc2ccn[nH]2)C1 (stereo not drawn)	4%	0%	-18%	26	8%	6%

Reprinted at random: five compounds from above.
SMILES	FBPA Giardia inh	HCV inh	AmpC no deterg	HCMV inh	Sm TGR block	AmpC inh detg
CCOC(=O)c1c(NC2=NS(=O)(=O)c3ccccc32)sc2c1CCC(C)C2 (stereo not drawn)	9%	?	-18%	20	0%	?
CCOC(=O)c1ccccc1NC(=O)C1CC(=O)N(C2CCCCC2)C1 (stereo not drawn)	.	-9%	-1%	28	-7%	-6%
CN(NC1OC(=O)c2ccccc21)c1c([N+](=O)[O-])cc(C(F)(F)F)cc1[N+](=O)[O-] (stereo not drawn)	24%	5%	-17%	18	7%	-7%
O=C(Nc1nonc1-c1ccc(Br)cc1)c1ccco1	.	.	.	-19	1%	15%
O=S(=O)(NCCSc1ccccc1)c1cccs1	-6%	?	-26%	6	-9%	-12%
